# Bioassay records: PubChem, Southern Research Specialized Biocontainment Screening Center
# VEEV TC-83 Vero: inhibitors of VEEV TC-83 cytopathic effect, confirmation, Vero cells (AID 588727). inhibition, % at 20 µM; hits with a dose series show IC50 in µM. 0.13% of 350,000 active. Vero cells, VEEV TC-83 cytopathic effect inhibition; higher % means a stronger effect; in the data active = a potency from the dose series; also: strong numbers were not always called active
# * hit, by the source's call; i = inactive. Only part of the results is shown. The share of hits here may be higher or lower than overall.
compound | VEEV TC-83 Vero
C[C@@H]1CCCCO[C@@H](CN(C)C(=O)c2ccncc2)[C@@H](C)CN([C@H](C)CO)C(=O)c2cc(NC(=O)Cc3ccccc3)ccc2O1 | 4.2%
CCCNC(=O)N(C)C[C@@H]1Oc2cc(Br)ccc2S(=O)(=O)N([C@@H](C)CO)C[C@H]1C | i
CC(C)C1C(=O)N(Cc2cn(Cc3ccco3)nn2)CCS(=O)(=O)N1Cc1ccc(-c2ccc(Cl)cc2)cc1 (centres undefined) | 4.3%
COc1ccc(NC(=S)Nc2ccc(S(=O)(=O)N3CCCCC3)cc2)cc1 | 0.1%
CCN(CC)S(=O)(=O)c1cccc(NC(=O)COC(=O)c2[nH]c(C)c(C(C)=O)c2C)c1 | 8.7%
C[C@H](CO)N1C[C@H](C)[C@@H](CN(C)C(=O)C2CCCCC2)OCc2cnnn2CCCC1=O | i
COc1ccc(S(=O)(=O)N2CCOCC2)cc1NC(=O)c1ccc(SC)cc1OC | 2.4%
CC1(C)CC(Cc2ccc(C(=O)c3ccccc3)cc2)N(C(=O)OC(C)(C)C)N1 (centres undefined) | 0.9%
COc1ccc(CN2C(=O)C(CC(=O)NCCCCc3ccccc3)CC(C(=O)N3CCOCC3)=C2C)cc1 (centres undefined) | 0.1%
O=C(Nc1oc2ccccc2c(=O)c1-c1ccccc1)c1ccco1 | i
O[C@H]1CN(CC2CCCCC2)[C@@H](c2ccc(Cl)cc2)C[C@@H]1n1cc(C2CC2)nn1 | 2.7%
N#CCCN(C(=O)COC(=O)c1ccc(Cl)nc1)c1ccc2c(c1)OCCO2 | i
Nc1ccc2c3c(ccc([N+](=O)[O-])c13)CC2 | 1.8%
O=C(CNC(=O)c1ccc(Br)cc1)OC1CCOC1=O (centres undefined) | 0.1%
C[C@@H]1CN([C@@H](C)CO)S(=O)(=O)c2ccc(Br)cc2O[C@@H]1CN(C)Cc1ccccn1 | 1.1%
COc1ccccc1-c1cc2nc(-c3ccccc3)cc(N3CCN(C(=O)c4ccoc4)CC3)n2n1 | 6.6%
C[C@H](CO)N1C[C@H](C)[C@@H](CN(C)S(=O)(=O)c2ccc(Oc3ccccc3)cc2)OCc2cn(nn2)CCCC1=O | i
COc1ccc(C(CNC(=O)c2ccc(OCc3csc(C)n3)cc2)N2CCCC2)cc1 (centres undefined) | 0.1%
C[C@H]1CCCCO[C@H](CN(C)C(=O)Nc2ccc(F)cc2)[C@@H](C)CN([C@@H](C)CO)C(=O)c2cc(NC(=O)Nc3ccc4c(c3)OCO4)ccc2O1 | 1.8%
Cc1cccc(NC(=O)CSCC(=O)Nc2ccccc2C(=O)N2CCCCC2)c1 | 1.1%
Cc1sc2ncnc(SCC(=O)NC3CCS(=O)(=O)C3)c2c1C (centres undefined) | i
Cc1ccc(-c2ccc(CN3C(C(C)C)C(=O)N(Cc4cn(CCC5OCCCO5)nn4)CCS3(=O)=O)cc2)cc1 (centres undefined) | 1.7%
Cc1ccc2c(c1)CO[C@@]21O[C@H](CCO)C[C@H](O)[C@H]1O | 0.8%
Cc1cn([C@H]2C[C@H](O)[C@@H](CNCc3cnc(N4CCOCC4)nc3)O2)c(=O)[nH]c1=O | 2.2%
COc1ncnc2c1ncn2CCCNCCN1CCOCC1 | 0.2%
NNC(=O)c1nc2ccccc2s1 | i
CC(=O)Nc1ccc(S(=O)(=O)N(C)CC(=O)OC(C)C(=O)NC2(C#N)CCCCC2)cc1 (centres undefined) | 0.4%
CCCCCC(=O)N1C[C@H](O)[C@@H](n2cc(COC(=O)c3ccccc3)nn2)C[C@@H]1c1ccc(OC)cc1 | 1.9%
O=C(O)C1C(c2ccccc2)=C1c1ccc(Br)cc1 (centres undefined) | 3.6%

# Eleven neighbouring compounds already listed:
compound | VEEV TC-83 Vero
C[C@H]1CCCCO[C@H](CN(C)C(=O)Nc2ccc(F)cc2)[C@@H](C)CN([C@@H](C)CO)C(=O)c2cc(NC(=O)Nc3ccc4c(c3)OCO4)ccc2O1 | 1.8%
Cc1cccc(NC(=O)CSCC(=O)Nc2ccccc2C(=O)N2CCCCC2)c1 | 1.1%
Cc1sc2ncnc(SCC(=O)NC3CCS(=O)(=O)C3)c2c1C (centres undefined) | i
Cc1ccc(-c2ccc(CN3C(C(C)C)C(=O)N(Cc4cn(CCC5OCCCO5)nn4)CCS3(=O)=O)cc2)cc1 (centres undefined) | 1.7%
Cc1ccc2c(c1)CO[C@@]21O[C@H](CCO)C[C@H](O)[C@H]1O | 0.8%
Cc1cn([C@H]2C[C@H](O)[C@@H](CNCc3cnc(N4CCOCC4)nc3)O2)c(=O)[nH]c1=O | 2.2%
COc1ncnc2c1ncn2CCCNCCN1CCOCC1 | 0.2%
NNC(=O)c1nc2ccccc2s1 | i
CC(=O)Nc1ccc(S(=O)(=O)N(C)CC(=O)OC(C)C(=O)NC2(C#N)CCCCC2)cc1 (centres undefined) | 0.4%
CCCCCC(=O)N1C[C@H](O)[C@@H](n2cc(COC(=O)c3ccccc3)nn2)C[C@@H]1c1ccc(OC)cc1 | 1.9%
O=C(O)C1C(c2ccccc2)=C1c1ccc(Br)cc1 (centres undefined) | 3.6%
